# Screening data from PubChem.
# KDM5B inh – KDM5B demethylase inhibition. Q9UGL1. KDM5B demethylase, FDH-coupled NADH fluorescence (FDH is formaldehyde dehydrogenase). Potency, µM (highest dose often 57.7 µM), inactives show top-dose activity change, negative = inhibition, most hits filed as inhibitors. actives 2.6% (n = 220,000). AID 1347165; active means well fitted inhibition curve with a large enough effect; inconclusive means small, poorly fitted or top-dose-only effect; inactive means no such curve, though single readings can be large or run the other way; further: 0% is about no effect; nearly all actives have a fitted effect of over 70% in size
# Target sequence (Q9UGL1 whole entry, looked up): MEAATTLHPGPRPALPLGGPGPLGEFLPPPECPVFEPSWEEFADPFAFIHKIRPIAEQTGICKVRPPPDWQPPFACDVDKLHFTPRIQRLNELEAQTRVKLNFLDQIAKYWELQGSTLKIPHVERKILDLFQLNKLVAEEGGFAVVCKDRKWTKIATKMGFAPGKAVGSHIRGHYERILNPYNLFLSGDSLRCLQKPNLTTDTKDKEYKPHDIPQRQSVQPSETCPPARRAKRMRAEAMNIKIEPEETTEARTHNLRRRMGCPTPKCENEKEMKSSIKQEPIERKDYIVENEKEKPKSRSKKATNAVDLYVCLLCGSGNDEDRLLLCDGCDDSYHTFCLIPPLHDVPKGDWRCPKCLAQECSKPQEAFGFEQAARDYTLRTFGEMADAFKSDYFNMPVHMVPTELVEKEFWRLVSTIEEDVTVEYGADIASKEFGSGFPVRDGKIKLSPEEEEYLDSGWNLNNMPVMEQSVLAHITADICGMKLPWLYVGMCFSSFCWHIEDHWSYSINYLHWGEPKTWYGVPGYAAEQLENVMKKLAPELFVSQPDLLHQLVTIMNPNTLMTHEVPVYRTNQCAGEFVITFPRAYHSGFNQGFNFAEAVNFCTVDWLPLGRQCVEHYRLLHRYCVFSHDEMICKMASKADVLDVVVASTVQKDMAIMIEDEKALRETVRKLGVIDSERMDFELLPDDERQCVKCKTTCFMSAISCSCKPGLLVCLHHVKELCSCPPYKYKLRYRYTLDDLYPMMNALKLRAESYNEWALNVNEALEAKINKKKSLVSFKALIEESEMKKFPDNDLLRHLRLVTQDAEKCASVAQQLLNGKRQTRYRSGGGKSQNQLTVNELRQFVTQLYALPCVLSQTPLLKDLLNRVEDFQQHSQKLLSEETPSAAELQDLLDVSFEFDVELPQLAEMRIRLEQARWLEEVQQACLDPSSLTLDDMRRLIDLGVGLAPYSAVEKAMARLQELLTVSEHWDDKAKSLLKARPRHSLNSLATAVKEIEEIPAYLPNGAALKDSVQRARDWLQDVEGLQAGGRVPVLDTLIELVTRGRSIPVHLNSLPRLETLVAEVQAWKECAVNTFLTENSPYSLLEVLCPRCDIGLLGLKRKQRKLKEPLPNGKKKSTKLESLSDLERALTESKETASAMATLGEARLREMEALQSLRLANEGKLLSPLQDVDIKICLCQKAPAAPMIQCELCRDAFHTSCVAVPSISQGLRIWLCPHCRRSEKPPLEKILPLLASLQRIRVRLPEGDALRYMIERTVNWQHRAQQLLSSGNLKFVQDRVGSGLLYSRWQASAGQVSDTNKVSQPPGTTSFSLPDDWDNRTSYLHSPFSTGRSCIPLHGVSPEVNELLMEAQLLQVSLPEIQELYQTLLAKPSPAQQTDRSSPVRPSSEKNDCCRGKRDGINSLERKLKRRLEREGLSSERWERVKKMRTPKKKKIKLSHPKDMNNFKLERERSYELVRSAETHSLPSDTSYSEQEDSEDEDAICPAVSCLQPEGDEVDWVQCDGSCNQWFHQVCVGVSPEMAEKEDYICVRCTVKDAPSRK
#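 Inhibition is measured as reduced NADH fluorescence generation from FDH coupling to formaldehyde release. Truncated KDM5BΔAP at 200 nM final acts on H3K4me3 peptide (12.5 µM in substrate mix) in pH 7.5 HEPES buffer with Tween-20, 30 min, room temperature.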
# An asterisk follows results filed as active; ? = inconclusive; & = joins results of further samples; [ ] = remark or other dose. Potency means the concentration at half of the fitted maximal effect. The list is partial; count on the stated rates, not on these rows.
SMILES,KDM5B inh
CCCN(CCC)C(=O)C1CCCN(S(=O)(=O)c2cc(Br)cc3c2N(C(=O)CC)CC3)C1 (stereo unspecified),-49%
CN(C)C[C@@H]1CN(Cc2ccccc2)C[C@H]1NC(=O)c1nccn1C,?
CC(=O)NC1(C)CN(Cc2ccc(-c3ccccc3OCc3ccccc3)s2)C1,?
CC[C@H]1CN(C(=O)Nc2ccccc2)CC[C@H]1CC(=O)N(C)CC#N,28%[86.2 µM]
CCCNC(=O)N1CCC2(CC1)CC(N(C(=O)NC(C)C)C1CC1)CCO2 (stereo unspecified),6%
COc1ccccc1CNC(=O)C1(CCO)CCN(c2ncccn2)C1 (stereo unspecified),20µM*
O=C(NCc1ccc2c(c1)OCO2)C1CCc2sc(C(=O)N3CCCCCC3)cc2C1 (stereo unspecified),-2%
Cn1c(=O)c2c(ncn2Cc2ccc(F)cc2Cl)n(C)c1=O,-5%
O=C(O)C1CCc2nnc(C3CCN(C(=O)c4ccc5c(c4)OCO5)CC3)n21 (stereo unspecified),?
Cc1cc(C)n(CC(=O)N2C[C@@H](Oc3ccccc3)C[C@H]2C(=O)N2CCCC2)n1,-13%
Cc1ccc(-c2cc(C(=O)O)c3ccccc3n2)s1,?
CC(C)c1noc(-c2cn(C3CCN(C(=O)c4cccs4)CC3)nn2)n1,-16%
CCCN(CC1CCOC1)S(=O)(=O)c1cccc(OC)c1 (stereo unspecified),22%
O=C(c1ccccn1)N1CC[C@@H]2[C@@H](CCC(=O)N2CCc2cnc[nH]2)C1,4%
O=C(c1ccoc1)N1CCN(C(=O)N2CC3CC(C2)[C@H]2CCCC(=O)N2C3)CC1 (stereo partly specified),-6%
CCCN(CC1CC1)C(=O)COC(=O)c1csc(NCc2ccccc2)n1,-4%
CCOc1ccccc1Oc1coc2cc(OCC(=O)O)ccc2c1=O,-11%
CN(C)c1ccc(-c2ccnc(N[C@H]3CO[C@H]4[C@@H]3OC[C@@H]4NC(=O)NCc3ccccc3)n2)cc1,28µM*
CCOc1ccc(NC(=O)c2ccc3c(c2)nnn3C2CCCC2)cc1,-14%
O=C(NC1C[C@H]2CC[C@@H](C1)N2C(=O)c1ccco1)c1ccncc1 (stereo partly specified),?
Cc1ccc(NC(=O)c2cc(S(=O)(=O)N3CCCC3)c[nH]2)c(C)c1,-17%
O=C(CCc1nc2ccccc2s1)NC1CCCCC1,-1%
CCc1ccc(CN2CCC3(Cc4ccccc4CNC3=O)C2)cc1 (stereo unspecified),4%[149 µM]
COc1ccc2[nH]c(CNC(=O)C(c3ccc(F)cc3)N(C)C)cc2c1 (stereo unspecified),?

# Some of the entries so far, field by field.
> CCCN(CC1CC1)C(=O)COC(=O)c1csc(NCc2ccccc2)n1
  KDM5B inh: -4%
> CCOc1ccccc1Oc1coc2cc(OCC(=O)O)ccc2c1=O
  KDM5B inh: -11%
> CN(C)c1ccc(-c2ccnc(N[C@H]3CO[C@H]4[C@@H]3OC[C@@H]4NC(=O)NCc3ccccc3)n2)cc1
  KDM5B inh: 28µM*
> CCOc1ccc(NC(=O)c2ccc3c(c2)nnn3C2CCCC2)cc1
  KDM5B inh: -14%

# (further entries)
SMILES,KDM5B inh
C=CCNC(=O)CSc1ncc2c(n1)-c1c(csc1SC)CC2,?
CC(C)(C)C(=O)/C=c1/[nH]c(=O)/c(=C/c2ccccc2OC(F)F)s1,13%
CCn1c(C(=O)NCc2ccccc2Cl)cc2sc(Cl)cc21,-20%
Cc1nn(-c2ccc(C(C)(C)C)cc2)c(C)c1[C@@H]1C=C[C@@H](NC(=O)CC(C)(C)CC(=O)O)C1,-13%
COc1ccccc1NC(=O)c1c(C)nc2ccccc2c1C(=O)O,-15%
COc1ccc(Cn2ccc3nc(C)c(C(=O)NCc4ccc(SC)cc4)cc3c2=O)cc1,?
Cc1ccccc1N1CCN(C(=O)NCc2cccc(Cl)c2)CC1,12%
CCOc1ccccc1C1NC(=O)N(CC(=O)Nc2c(C)cccc2CC)C2=C1C(=O)OC2 (stereo unspecified),4%
O=C(O)c1ccc(SCc2ccccc2)nc1,14%
Cn1nnnc1N=N/C(=N/Nc1ccccc1)c1ccccc1,-21%
COCCN1C(=O)C(CC(=O)NCCCn2cccn2)=C2CCCCC21 (stereo unspecified),-6%
O=C1Cc2c(-c3cccc(N4CCOCC4)c3)n[nH]c2CN1CCOc1ccccc1,-16%[86.2 µM]
C=CCC(O)(CC=C)CNC(=O)C1CCC(=O)N(CCc2ccccn2)C1 (stereo unspecified),-8%
Cc1ccc(C(=O)NC2CCN(c3cc(C(F)(F)F)nc(C)n3)CC2)cc1,-26%
Cc1ccccc1C(=O)N1CCC2(C1)C(=O)N(CCc1ccccc1)c1ccccc12 (stereo unspecified),-13%&-12%
Cn1cc(CN2C[C@H](C(=O)Nc3ccccc3)C[C@@H]2c2cccc(C(F)(F)F)c2)cn1,-27%[86.2 µM]
Cc1ccsc1C(=O)N1CCC2(CC1)N(c1ccccc1)C(=O)CS2(=O)=O,2%
Cc1ccc2nc(/N=C(\N)NC(=O)NC3CCCCC3)nc(C)c2c1,-1%
CC1(c2ccccc2)N(Cc2ccccc2)C(=O)OC12CCN(c1cccnc1)CC2 (stereo unspecified),?
COc1ccc(-c2noc([C@@H]3CCCN3C(=O)c3ccc(Cl)cc3OC)n2)cc1,-2%
Cc1cc(C)n(-c2nc(-c3ccccc3)cc(=O)n2CC(=O)Nc2cccc(C)c2C)n1,-17%
CCc1cccc2c(C(=O)CSc3n[nH]c(C(C)C)n3)c[nH]c12,-6%
Cc1noc([C@@H](C)NC(=O)c2ccc(Cl)cc2)c1C(=O)O,11%[86.2 µM]
COC(=O)c1ccc(Cn2nnc3c(=O)[nH]c(C4CCCN(S(=O)(=O)c5ccccc5)C4)nc32)cc1 (stereo unspecified),3%
NC(=O)CNC(=O)C1=C[C@@H](NC(=O)c2cccs2)[C@@H](O)[C@H](O)C1,4%[86.2 µM]
COc1ccc(CCNC(=O)CN2C(=O)C(c3ccccc3)=NC23CCCC3)cc1OC,-1%
COc1ccc(NC(=O)CCCN2C(=O)C3CC=CCC3C2=O)cc1 (stereo unspecified),9%
COc1ccc(CNC(=O)COC(=O)c2ccc(OC)c(S(=O)(=O)N3CCCCCC3)c2)cc1,15%
CC(C)c1cc(NCCC(=O)NC2CCCCC2)n2nccc2n1,?
CCN(CC)S(=O)(=O)c1ccc(Cl)c(C(=O)NC(C)c2cc3ccccc3o2)c1 (stereo unspecified),-7%
O=C1NCN(Cc2ccc(Cl)cc2)C12CCN(Cc1ccc(C(F)(F)F)cc1)CC2,-1%
COP(=O)(OC)c1nc(-c2ccc(C(C)(C)C)cc2)oc1NCc1ccco1,?
CO[C@H]1C(=O)N(C2CCN(C(=O)Nc3ccccc3F)CC2)[C@H]1c1ccncc1,15%
O=C(NC1(C(F)(F)F)N=C(c2ccccc2)N(Cc2ccccc2)C1=O)c1ccc(F)cc1 (stereo unspecified),-19%
Cc1cc(C(=O)N2CCOC[C@H](Oc3ccc(S(C)(=O)=O)cc3)C2)no1,1%[86.2 µM]
COc1cccc(CCN[C@H]2CS(=O)(=O)C[C@@H]2S(=O)(=O)c2ccc(F)c(C)c2)c1,10%

# Entries above marked active in KDM5B inh:
SMILES,KDM5B inh
COc1ccccc1CNC(=O)C1(CCO)CCN(c2ncccn2)C1 (stereo unspecified),20µM*
CN(C)c1ccc(-c2ccnc(N[C@H]3CO[C@H]4[C@@H]3OC[C@@H]4NC(=O)NCc3ccccc3)n2)cc1,28µM*

# Fetched by compound from the list above:
SMILES,KDM5B inh
O=C1NCN(Cc2ccc(Cl)cc2)C12CCN(Cc1ccc(C(F)(F)F)cc1)CC2,-1%
O=C(NC1(C(F)(F)F)N=C(c2ccccc2)N(Cc2ccccc2)C1=O)c1ccc(F)cc1 (stereo unspecified),-19%
COc1ccc(NC(=O)CCCN2C(=O)C3CC=CCC3C2=O)cc1 (stereo unspecified),9%
COc1cccc(CCN[C@H]2CS(=O)(=O)C[C@@H]2S(=O)(=O)c2ccc(F)c(C)c2)c1,10%
CCN(CC)S(=O)(=O)c1ccc(Cl)c(C(=O)NC(C)c2cc3ccccc3o2)c1 (stereo unspecified),-7%
COc1ccc(CNC(=O)COC(=O)c2ccc(OC)c(S(=O)(=O)N3CCCCCC3)c2)cc1,15%

# Going on with the list:
SMILES,KDM5B inh
O=C1NCc2ccccc2CC12CCCN(Cc1c[nH]c3ccccc13)C2 (stereo unspecified),-4%[115 µM]
O=C(NN=C(/C=C/c1ccccc1)/C=C/c1ccccc1)c1cccs1,13%
COc1ccc(-c2c(C)nn3c2ncc2c(=O)n(-c4ccc(NC(C)=O)cc4)ccc23)cc1,2%
CCn1nnc2cc(C(=O)Nc3cccc(Cl)c3C)ccc21,8%
Cn1c(=O)c2sccc2n2c(CCCC(=O)Nc3ccc(F)c(F)c3)nnc12,12%
CCCC(=O)N1CCC(Oc2cnc3c(ccn3-c3cncnc3)c2)CC1,-2%[86.2 µM]
CCc1[nH]c2c(CNC(=O)c3c(C)cc(C)n(C)c3=O)cc(F)cc2c1C,-21%
CC(=O)NC(Cc1c[nH]c2ccccc12)C(=O)NNC(=O)CSc1nc2ccccc2s1 (stereo unspecified),7%
O=C(N[C@H]1CCN2C(=O)c3cc(-c4ccccc4)ccc3NC(=O)[C@H]12)c1cccs1,-30%[86.2 µM]
Cc1ccc(-c2ccc(CN)cc2)cc1Cl,?
Cc1cc(C)c2c(=O)cc(C(=O)Nc3ccccc3F)oc2c1,18%
CCc1ccccc1NC(=O)C1CCN(c2cnccn2)CC1,?
COc1ccc(C(=O)NCc2nnc3ccc(-c4ccc(Cl)cc4)nn23)cc1F,?
CCc1ccccc1NC(=O)Nc1cc(C(=O)NCc2ccc(C(C)C)cc2)ccc1N1CCCC1,?
N#Cc1cccc(C(=O)Nc2ccc([C@H]3OCC(=O)N(Cc4cccnc4)[C@@H]3CO)cc2)c1,-25%
Cn1c(C(=O)N2CCC(NC(=O)c3ccncc3)CC2)cc2ccccc21,2%
Cc1cc(C)c2ccc(C(=O)O)cc2n1,-4%
Cc1ccc(CNc2nc(N)c([N+](=O)[O-])c(Nc3cccc(Cl)c3)n2)cc1,29%
CC(C)C/C=N/NC(=O)c1ccccc1,17%
O=C(CCc1cccnc1)Nc1cccnc1,5%
N#CC1=C(N)OC2=C(C(=O)CC(c3ccccc3)C2)C1c1cccc(Cl)c1 (stereo unspecified),-3%
Cc1ccc(N2CC(C(=O)Nc3nnc(SCC(=O)NCC4CCCO4)s3)CC2=O)cc1 (stereo unspecified),-10%
Cc1cc(C(=O)N2CCOCC2)c2c(C3CCNCC3)noc2n1,21%[149 µM]
O=C(Cn1cnc2sc3c(c2c1=O)CCCC3)NCCC(=O)N1CCC(Cc2ccccc2)CC1,8%
Cc1ccccc1-c1noc(CSc2nc(C)c(C)n2C2CCCC2)n1,15%
CCCCCn1nc(C(=O)N(CCC(=O)OCC)CC2CC2)c2ccccc2c1=O,17%
NC(=O)C1(N2CCCCC2)CCN(C(=O)Nc2ccc(C(F)(F)F)cc2)CC1,?
O=C1Nc2ccc(-c3ccsc3)cc2C(=O)N2CCN(C(=O)CO)C[C@H]12,?
O=C(Nc1ccc2c(c1)OCCO2)N1CCCC(CN2CCOCC2)CC1 (stereo unspecified),22%
Cc1c(Cl)cccc1NC(=O)Cn1cnc2c1c(=O)n(C)c(=O)n2C,2%
c1ccc(-c2cnc(CSc3nnc(-c4ccccc4)o3)o2)cc1,?
CCc1ccc(NC(=O)CSc2cn(CC(=O)N3CCOCC3)c3ccccc23)cc1,-12%
CCOC(=O)CCSc1n[nH]c(=S)s1,-22%
